Screening data (PubChem BioAssay)
MLLE-PAM2 inh: inhibitors of PABP1 MLLE–PAM2 peptide binding, primary screen, biochemical, fluorescence polarization, FITC-PAM2, GST-MLLE; inhibition, % at 20 µM; AID 588489, 2011; Polyadenylate-binding protein 1 (Homo sapiens), P11940; 360,000 compounds, 0.36% hits; in the data active = inhibition above about 35%, passing the limit was not always enough;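 note: plate controls were DMSO wells with GST-MLLE for no effect and wells lacking GST-MLLE protein for full effect; some results filed as inactive read as strong as hits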
DNMT1 block: human DNMT1 methyltransferase inhibitors, primary screen, biochemical, molecular beacon, fluorescence, HinP1I cleavage, uHTS; DNA (cytosine-5)-methyltransferase 1 (Homo sapiens), P26358; inhibition (reported as % activation of signal), % at 10 µM; 360,000 compounds, 0.83% hits; AID 588458, 2011; in the data active = inhibition above about 50%
STEP block: STEP phosphatase inhibitors, primary screen, biochemical, fluorescence intensity, uHTS; Tyrosine-protein phosphatase non-receptor type 5 (Homo sapiens), P54829; recombinant STEP, OMFP fluorogenic substrate; inhibition, % at 20 µM; 360,000 compounds, 0.25% hits;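 active = inhibition at 20 µM, scaled per plate between control wells, above about 37%, limit read from the data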;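 note: 0% = DMSO with enzyme and substrate and 100% = substrate only without enzyme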
Target sequence (P54829 whole entry, looked up): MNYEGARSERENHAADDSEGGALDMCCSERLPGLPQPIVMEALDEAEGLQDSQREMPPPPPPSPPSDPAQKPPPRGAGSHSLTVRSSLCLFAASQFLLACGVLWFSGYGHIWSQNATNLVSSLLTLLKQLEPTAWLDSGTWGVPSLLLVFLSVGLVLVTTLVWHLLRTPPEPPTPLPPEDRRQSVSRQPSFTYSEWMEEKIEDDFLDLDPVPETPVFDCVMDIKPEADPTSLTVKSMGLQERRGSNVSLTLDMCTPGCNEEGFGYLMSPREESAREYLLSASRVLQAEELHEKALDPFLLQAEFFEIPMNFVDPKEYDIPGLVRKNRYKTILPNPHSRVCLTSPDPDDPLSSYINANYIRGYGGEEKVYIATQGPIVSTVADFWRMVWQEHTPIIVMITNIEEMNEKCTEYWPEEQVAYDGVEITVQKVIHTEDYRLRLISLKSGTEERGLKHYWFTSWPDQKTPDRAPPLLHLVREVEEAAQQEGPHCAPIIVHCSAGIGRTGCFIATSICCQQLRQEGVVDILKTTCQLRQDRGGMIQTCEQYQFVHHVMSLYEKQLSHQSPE
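Measure: Control-normalized % inhibition with plate pattern correction | Test system: STEP phosphatase, cell-free reaction | Medium: pH 6.0 Bis-Tris with DTT and Tween 20 | Technique: Fluorescence, 480/540 nm | Times: Reaction 20 min, ambient temperature | Doses: Single compound dose of 20 µM, 1% DMSO final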
Rpn11 block: Rpn11 (PSMD14) deubiquitinase inhibitors, primary screen, biochemical, fluorescence polarization, uHTS; 26S proteasome non-ATPase regulatory subunit 14 (Homo sapiens), O00487; human 26S proteasome, Ub4-pepOG fluorescence polarization; 20S core pre-blocked with epoxomicin; calls only at 20 µM; 360,000 compounds, 0.59% hits; AID 588493, 2011;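 active = inhibition at 20 µM, scaled to each plate's controls, above about 33%, limit read from the data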
Target sequence (O00487 whole entry, looked up): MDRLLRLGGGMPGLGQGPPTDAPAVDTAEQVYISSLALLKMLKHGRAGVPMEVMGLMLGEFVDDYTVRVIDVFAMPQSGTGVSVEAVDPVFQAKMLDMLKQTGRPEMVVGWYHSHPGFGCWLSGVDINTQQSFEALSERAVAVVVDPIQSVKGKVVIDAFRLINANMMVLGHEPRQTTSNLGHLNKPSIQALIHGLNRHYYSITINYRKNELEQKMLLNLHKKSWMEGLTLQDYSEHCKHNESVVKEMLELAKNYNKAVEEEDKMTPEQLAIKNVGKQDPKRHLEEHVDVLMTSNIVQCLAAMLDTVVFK
CSN deneddyl inh: inhibitors of CSN-mediated cullin deneddylation, primary screen, biochemical, fluorescence polarization, uHTS; 360,000 compounds, 0.38% hits; inhibition, % at 12.5 µM; Purified CSN, SCF-Nedd8-OG deneddylation; COP9 signalosome complex subunit 5 (Homo sapiens), Q92905;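 active = pattern-corrected inhibition above about 35%, with an unprinted fluorescence ratio check between 0.5 and 1.5, limit read from the data, passing the limit was not always enough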;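 note: 0% = enzyme with substrate and 100% = substrate without enzyme; some results filed as inactive read as strong as hits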
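Test system: Human Csn5 produced in HEK293T cells | Compound: 12.5 µM single point | Times: 90 min, room temperature | Signal: Fluorescence polarization readout | Read-out basis: % inhibition of substrate cleavage by Csn5 | Controls: no-enzyme wells high, enzyme-with-substrate wells low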
Scp1 inh: Scp-1 phosphatase inhibitors, primary screen, biochemical, colorimetric, uHTS. Carboxy-terminal domain RNA polymerase II polypeptide A small phosphatase 1 (Homo …. Recombinant Scp1, phosphopeptide, malachite green phosphate absorbance. AID 493091, 2011. 340,000 compounds, 0.88% hits. inhibition, % at 20 µM;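 active = inhibition above about 50% at 20 µM, limit read from the data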;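 note: plate controls were DMSO wells with enzyme for no effect and wells lacking enzyme for full effect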
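System: SCP-1 catalytic domain; Reagent: Phospho 17-mer peptide substrate; Doses: one concentration, 20 µM, with 1.0% DMSO; Incubation: 45 min room-temperature reaction, 5 min colour, 30 min stabiliser; Signal: Phosphate-binding colour reagent, absorbance read at 630 nm.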
NadD inh: inhibitors of S. aureus NadD, primary screen, biochemical, colorimetric, uHTS. purified NadD enzyme, colorimetric absorbance read-out. inhibition, % at 20 µM. Nicotinate-nucleotide adenylyltransferase NadD (Staphylococcus aureus N315). 360,000 compounds, 0.78% hits; in the data active = inhibition above about 26%; note: some compounds past the cut are filed as inactive
SUMO1 PPI mod: modulators of SUMO1 protein-protein interactions, primary screen, biochemical, uHTS. 360,000 compounds, 0.33% hits. SUMO1 binding to a labelled peptide, TR-FRET, 1 h. inhibition, % at 20 µM. Small ubiquitin-related modifier 1 (Homo sapiens), P63165; in the data active = inhibition above about 37%
TbMetRS inhib: T. brucei MetRS inhibitors, primary screen, biochemical, luminescence; methionyl-tRNA synthetase (Trypanosoma brucei brucei); purified T. brucei MetRS, ATP depletion, Kinase-Glo luminescence; inhibition, % at 11.9 µM; 360,000 compounds, 0.4% hits; AID 624268, 2012;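 active = inhibition above a per-plate cutoff of the control wells' mean inhibition plus 3 SD, cut at about 5.5% in these data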;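 note: 0% = DMSO wells median and 100% = median of wells with control inhibitor compound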
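Test system: purified T. brucei MetRS enzyme. Also added: ATP, methionine and E. coli bulk tRNA substrates. Compound: 11.9 µM single point. Schedule: 15 min enzyme-compound preincubation, 2 h reaction, 10 min detection, 25 °C. Signal: luciferase luminescence of residual ATP, Kinase-Glo. Evaluation: percent inhibition versus plate control medians. Controls: DMSO wells, low control.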
LMPTP block: LMPTP phosphatase inhibitors, primary screen, biochemical, fluorescence intensity, uHTS | recombinant LMPTP-A, OMFP fluorogenic substrate | inhibition, % at 20 µM | 360,000 compounds, 0.22% hits | AID 651560, 2012;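 active = compounds that cut the enzyme signal by at least half of the control window in the single-dose screen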;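 note: plate controls were DMSO wells with enzyme plus substrate for no effect and substrate without enzyme for full effect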
Target sequence (P24666 whole entry, looked up): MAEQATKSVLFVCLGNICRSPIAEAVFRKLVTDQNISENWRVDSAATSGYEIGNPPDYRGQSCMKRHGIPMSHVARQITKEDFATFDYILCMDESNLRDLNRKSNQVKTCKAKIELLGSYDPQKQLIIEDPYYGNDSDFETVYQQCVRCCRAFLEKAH
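test system = LMPTP-A | amount = 0.625 nM LMPTP-A final | reagent = fluorogenic phosphatase substrate OMFP at 400 µM final | incubation = 50 min at room temperature | benchmarks = no-enzyme low control, uninhibited high control | medium = Bis-Tris pH 6.0, DTT, detergent | signal = fluorescence intensity of OMFP turnover product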
* = called active by the depositor; i = inactive; / = no result given; + = active, no number; & = joins results of further samples.

SMILES	MLLE-PAM2 inh	DNMT1 block	STEP block	Rpn11 block	CSN deneddyl inh	Scp1 inh	NadD inh	SUMO1 PPI mod	TbMetRS inhib	LMPTP block
CCOC(=O)Nc1ccc(S(=O)(=O)N2CCOCC2)cc1	-5	1	-2	i	1	3	1	-1	0.3	1.4
CC1CC2=C(NC(=S)NC2c2ccc(F)cc2)/C(=C/c2ccc(F)cc2)C1 (stereo not drawn)	-14	7	3	i	-4	6	18	-5	-1.3	0.7
Cc1cc(NC(=O)OC2CCCCC2)ccc1[N+](=O)[O-]	-1	2	1	i	-3	-7	-5	-7	-0.1	3.4
CCCCC(CC)C(=O)Nc1cc([N+](=O)[O-])ccc1F (stereo not drawn)	-5	-1	3	i	2	-1	2	-8	0.0	-0.4
COC(=O)C1(C(=O)OC)C[C@H](c2ccc(OC)cc2)N(Cc2ccccc2OC)[C@@H]1c1cccs1	/	/	/	/	-4&-2	/	/	5&-2	0.3&-0.5	2.1&3.0
NC(=O)c1c(NC(=O)CSc2nc(N)cc(=O)[nH]2)sc2c1CCCC2	-26	-1	2	i	3	-8	8	8	-0.2	-0.2
C/C=C(\C)C(=O)NCCN1C2=NC[C@@H](C)N2C[C@@H]1Cc1ccc(OC)cc1	5	3	-4	i	10	0	-2	-2	0.0	-0.8
CCN(CC)S(=O)(=O)c1cc(NC(=O)C2=COCCO2)ccc1Cl	12	-1	0	i	-1	-6	-6	5	-0.8	-0.6
Cc1cccc(N2Cc3ccc(Br)cc3C2)c1	-11	32	5	i	6	-7	16	-14	-0.2	0.1
Cc1cc(F)ccc1S(=O)(=O)Nc1ccccc1C(=O)Nc1ccccc1-c1nc2ccccc2[nH]1	11	-32	0	i	-3	-24	33*	5	0.3	2.8
CC(=O)c1cccc(N(C(=O)c2ccco2)C(C(=O)NC2CCCC2)c2ccccc2F)c1 (stereo not drawn)	-7	-4	2	i	-4	-5	-3	4	0.3	-0.5
O=C(NC1CCCc2ccccc21)C1CCN(S(=O)(=O)c2cccc3nonc23)CC1 (stereo not drawn)	-31	6	-2	i	-3	-5	2	-7	-0.9	4.3
Cc1cccc(OCC(=O)NNC(=O)Nc2cccc(Cl)c2)c1C	-11	7	-2	i	13	0	0	0	-1.1	0.5
COc1cccc(/C(C)=N/N=C(\C)c2cccc(OC)c2)c1	6	-3	-2	i	2	-5	0	-1	-0.3	1.9
CCOc1ccc2[nH]c(=O)c(CN(CCN3CCOCC3)Cc3nnnn3C(C)(C)CC)cc2c1	0	-3	3	i	5	3	4	-2	0.0	-1.2
Cc1oc2cc3oc(=O)c(CCC(=O)NCCCn4ccnc4)c(C)c3cc2c1C	0	-4	-2	i	2	15	13	4	-1.1	2.6
CC(C)(C)c1cc(C(=O)NCCCn2ccnc2)cc(C(C)(C)C)c1	-8	1	0	i	2	-8	4	1	-0.3	-9.1
CCOC(=O)CN1C(=O)N[C@@H](c2cccc(C(F)(F)F)c2)[C@H](C(C)=O)[C@H]1C	-4	2	3	i	3	-8	-5	5	0.9	-0.8
CCN(CC)C(=O)CSc1nc2c(c(-c3cccnc3)c1C#N)CCCC2	3	2	1	i	-5	-7	9	0	-0.4	-1.7
CCOc1ccc(N(CC)S(=O)(=O)c2ccc3c(c2)oc(=O)n3C)cc1	-9	-5	-1	i	-1	-11	-7	-1	-0.8	-1.4
O=C(OCC#CCSc1nnc(-c2cccc3ccccc23)o1)c1cc2ccccc2o1	-49	1	3	i	2	-17	-18	0	-0.3	2.8
Cc1cc(C)cc(N2C(=O)C3NN=C(C(=O)OCc4ccccc4)C3C2=O)c1 (stereo not drawn)	7	3	0	i	-4	-5	-7	-1	-0.2	-0.2
CNC1(c2nnnn2-c2c(C)cccc2C)CCOC(C)(C)C1 (stereo not drawn)	-13	3	3	i	-2	-11	0	2	0.4	-0.4
COc1cccc(-c2ccc3ncnc(NCc4cc(C)cs4)c3c2)c1	1	-3	-1	i	3	11	3	2	0.1	3.2
CCC(NC(=O)c1cccc(Cn2nc(C)c([N+](=O)[O-])c2C)c1)c1ccc(C(C)C)cc1 (stereo not drawn)	-3	55*	0	i	-7	0	-3	1	-0.9	5.2
O=C(COc1ccc2ccccc2c1Br)N1CCCCC1	-16	-1	-1	i	-2	-5	0	-16	-0.4	0.7
CC1CCCN(S(=O)(=O)c2ccc3[nH]c4c(c3c2)CCCC4)C1 (stereo not drawn)	-17	-22	5	i	-1	14	-2	4	-0.2	3.1
O=C(Cc1n[nH]c(=O)c2ccccc12)N/N=C/c1cc2c(cc1Cl)OCO2	6	3	2	i	4	-5	4	-1	0.0	-0.9
Cc1ccc(S(=O)(=O)N2CCOCC2)c2nsnc12	7	-1	-6	i	-1	-5	-6	-25	-0.7	-0.9
CCCOc1ccc(C(CC(=O)O)NC(=O)c2cccs2)cc1 (stereo not drawn)	-5	6	-3	i	-2	-2	0	0	-0.9	0.0
O=C(OC(C(=O)Nc1cccc(C(F)(F)F)c1)c1ccccc1)C1CCCCC1 (stereo not drawn)	-5	-16	1	i	-8	-17	-8	1	0.0	3.5
COc1cc(CNC2CCCCCC2)cc(OC)c1O	11	2	-6	i	2	-6	-2	2	-0.2	-0.6
CSc1ccc2[nH]c(=O)cc(C)c2c1	6	2	4	i	-1	2	3	0	-0.2	0.7
Cc1cc(=O)oc2cc(NC(=O)Cc3ccccc3)ccc12	-14	7	10	i	-1	12	-2	-1	0.2	2.1
Cc1ccc(OCc2nc3ccccc3[nH]2)cc1	18	-2	2	i	-1	5	-4	1	0.1	0.5
O=C1NC(=S)SC1=Cc1cc(Br)ccc1O	-51	7	-1	+	31	67*	-1	16	-0.1	0.0
CCN(CC)S(=O)(=O)c1ccc(N2CCCC2)c(NC(=O)Cc2c(F)cccc2Cl)c1	-2	-1	-1	i	-1	-6	-3	-4	-0.7	0.3
Cc1nc2oc3c(NCc4ccccn4)ncnc3c2c2c1COC(C)(C)C2	11	-3	15	i	1	-3	-1	-3	-0.7	-0.9
CCOC(=O)N1CCN(C(=O)CN(C)S(=O)(=O)c2ccc(OC)c(OC)c2)CC1	1	2	3	i	0	-4	7	-1	-0.4	0.1
COCC(C)n1c(SCc2nc(N)nc(Nc3ccccc3C)n2)nc2ccccc2c1=O (stereo not drawn)	-11	-4	0	i	6	-6	1	1	-0.6	1.7
O=C(/C=C/c1ccc(N2CCCCC2)c([N+](=O)[O-])c1)c1ccc(S(=O)(=O)N2CCCC2)cc1	2	5	3	i	-7	-7	1	-3	-0.6	2.0
N#CC1CC(c2ccccc2)Nc2cc(Cl)ccc2N1 (stereo not drawn)	-7	-4	-3	i	-2	-11	-2	-4	1.4	3.7
Nc1ccc(C(=O)Nc2ccc3nc(-c4ccncc4)[nH]c3c2)cc1	1	-2	1	i	-1	-5	-8	12	-0.6	0.0
C=CCOc1c(Cl)cc(CNc2ccc(N(C)C)cc2)cc1OC	34	-23	0	i	5	-2	6	-10	-0.5	1.1
CCNC(=O)NC(=O)C(C)Oc1ccc(Br)cc1Br (stereo not drawn)	20	0	-4	i	-1	-9	2	1	0.1	0.2

Single records (already shown). Screens in order: MLLE-PAM2 inh, DNMT1 block, STEP block, Rpn11 block, CSN deneddyl inh, Scp1 inh, NadD inh, SUMO1 PPI mod, TbMetRS inhib, LMPTP block
COCC(C)n1c(SCc2nc(N)nc(Nc3ccccc3C)n2)nc2ccccc2c1=O (stereo not drawn) is entered as -11, -4, 0, i, 6, -6, 1, 1, -0.6, 1.7
CSc1ccc2[nH]c(=O)cc(C)c2c1 is entered as 6, 2, 4, i, -1, 2, 3, 0, -0.2, 0.7
Cc1cc(=O)oc2cc(NC(=O)Cc3ccccc3)ccc12 is entered as -14, 7, 10, i, -1, 12, -2, -1, 0.2, 2.1
CCN(CC)S(=O)(=O)c1ccc(N2CCCC2)c(NC(=O)Cc2c(F)cccc2Cl)c1 is entered as -2, -1, -1, i, -1, -6, -3, -4, -0.7, 0.3

The list continues.
SMILES	MLLE-PAM2 inh	DNMT1 block	STEP block	Rpn11 block	CSN deneddyl inh	Scp1 inh	NadD inh	SUMO1 PPI mod	TbMetRS inhib	LMPTP block
COC(=O)c1cc(Br)c(=O)n(CCN2CCCCC2)c1	11	2	-2	i	1	-21	2	5	-0.9	-0.3
O=c1[nH]c(=O)c2cc([N+](=O)[O-])cc([N+](=O)[O-])c2[nH]1	-6	4	3	i	3	-6	1	-21	-0.2	1.6
COc1ccc(Cl)cc1NS(=O)(=O)c1cccc(C(=O)NC2CCC(O)CC2)c1 (stereo not drawn)	-5	-1	0	i	4	-1	1	6	-0.2	-0.6
CCN(CC)C(=O)CN(c1ccc(F)c(Cl)c1)S(C)(=O)=O	-5	1	-3	i	-2	-1	-4	2	-1.4	0.6
CCn1nnnc1NC(=O)c1cc(Cl)c(OC)c(Cl)c1	0	1	0	i	1	-10	-2	-6	0.8	0.1
CCOc1cc(C2C3=C(CC(C)(C)CC3=O)N(CCCOC)C3=C2C(=O)CC(C)(C)C3)ccc1OC	7	-1	0	i	-6	-1	-2	-9	0.1	-4.2
Cc1cnc(C(=O)Nc2ccccc2F)cn1	-5	-3	-7	i	7	-10	4	-4	-0.8	1.3
